DNMT1 inh: inhibitors of human DNMT1; 0.83% of 360,000 active; DNMT1 molecular beacon, Hinp1I cleavage, fluorescence; inhibition (reported as % activation of signal), % at 10 µM; AID 588458; in the data active means inhibition above about 50%
Target sequence (P26358 504-1616 limits assumed): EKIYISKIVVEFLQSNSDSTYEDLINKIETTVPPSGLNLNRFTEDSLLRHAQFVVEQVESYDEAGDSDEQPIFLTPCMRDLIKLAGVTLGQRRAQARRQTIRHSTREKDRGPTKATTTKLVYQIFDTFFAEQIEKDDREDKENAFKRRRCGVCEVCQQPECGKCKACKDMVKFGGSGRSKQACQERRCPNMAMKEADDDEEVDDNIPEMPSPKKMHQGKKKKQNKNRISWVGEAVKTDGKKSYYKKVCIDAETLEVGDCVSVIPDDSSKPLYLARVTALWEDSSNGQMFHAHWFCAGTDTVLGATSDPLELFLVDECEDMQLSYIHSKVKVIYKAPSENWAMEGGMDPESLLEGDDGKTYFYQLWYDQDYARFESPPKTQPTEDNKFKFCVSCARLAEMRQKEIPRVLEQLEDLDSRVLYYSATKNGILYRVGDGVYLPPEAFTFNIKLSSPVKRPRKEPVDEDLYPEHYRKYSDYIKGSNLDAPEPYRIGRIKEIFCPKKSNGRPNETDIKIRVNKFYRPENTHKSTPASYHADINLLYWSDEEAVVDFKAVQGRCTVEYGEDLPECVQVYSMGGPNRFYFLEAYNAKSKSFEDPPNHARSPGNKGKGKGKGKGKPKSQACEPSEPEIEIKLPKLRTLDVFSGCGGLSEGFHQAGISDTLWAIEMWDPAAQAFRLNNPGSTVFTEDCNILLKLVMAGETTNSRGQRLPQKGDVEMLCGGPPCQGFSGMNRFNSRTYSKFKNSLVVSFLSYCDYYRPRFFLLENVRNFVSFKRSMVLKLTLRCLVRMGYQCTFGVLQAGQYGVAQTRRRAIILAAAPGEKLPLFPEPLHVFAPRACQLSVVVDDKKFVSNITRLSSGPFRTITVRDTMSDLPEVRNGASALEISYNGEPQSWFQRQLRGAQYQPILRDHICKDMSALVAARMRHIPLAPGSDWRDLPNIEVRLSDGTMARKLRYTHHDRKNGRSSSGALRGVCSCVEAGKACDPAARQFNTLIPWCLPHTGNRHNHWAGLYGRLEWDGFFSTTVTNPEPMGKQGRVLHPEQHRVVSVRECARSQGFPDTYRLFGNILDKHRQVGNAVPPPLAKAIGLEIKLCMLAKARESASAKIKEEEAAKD
STEP inh: blocks human striatal-enriched tyrosine phosphatase; recombinant STEP, OMFP fluorogenic substrate, fluorescence; inhibition, % at 20 µM; 0.25% of 360,000 active; P54829; AID 588621;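 active means inhibition at 20 µM, scaled per plate between control wells, above about 37%, limit read from the data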;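 further: 0% = DMSO with enzyme and substrate and 100% = substrate only without enzyme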
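System: isolated STEP enzyme; schedule: 20 min enzyme reaction at room temperature, protected from light; medium: Bis-Tris buffer pH 6.0, 2.5 mM DTT, 0.005% Tween 20; signal: fluorescence, 480/540 nm; dosing: single compound dose of 20 µM, 1% DMSO final; also added: OMFP substrate, 25 µM final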
TbMetRS inhib: Trypanosoma brucei MetRS inhibition; purified T. brucei MetRS, ATP depletion, Kinase-Glo luminescence; inhibition, % at 11.9 µM; 0.4% of 360,000 active; AID 624268;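 active means inhibition above a per-plate cutoff of the control wells' mean inhibition plus 3 SD, cut at about 5.5% in these data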;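 further: 0% = DMSO wells median and 100% = median of wells with control inhibitor compound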
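technique = Kinase-Glo luminescence, ATP depletion format | system = purified MetRS (methionyl-tRNA synthetase) enzyme from Trypanosoma brucei | timing = 15 min preincubation, 2 h reaction, all 25 °C | evaluation = percent inhibition versus plate control medians | dosing = single dose, 11.9 µM final nominal, 0.9% final DMSO | also added = substrates ATP, L-methionine and bulk Escherichia coli tRNA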
MsrA inh: inhibitors of bovine MsrA | purified bovine MsrA, absorbance read-out | 0.75% of 360,000 active | inhibition, % at 15.5 µM | AID 651718; in the data active means inhibition above about 4.5%;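 further: 0% = vehicle wells with enzyme and 100% = reference inhibitor wells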
Rpn11 inh: Rpn11 (human) deubiquitinase inhibition; O00487; 0.59% of 360,000 active; calls only at 20 µM; human 26S proteasome, Ub4-pepOG fluorescence polarization; 20S core pre-blocked with epoxomicin;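 active means inhibition at 20 µM, scaled to each plate's controls, above about 33%, limit read from the data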
CSN deneddyl inh: CSN deneddylation inhibition; Q92905; Purified CSN, SCF-Nedd8-OG deneddylation, fluorescence polarization; inhibition, % at 12.5 µM; 0.38% of 360,000 active;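 active means pattern-corrected inhibition above about 35%, with an unprinted fluorescence ratio check between 0.5 and 1.5, limit read from the data, passing the limit was not always enough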;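 further: 0% = enzyme with substrate and 100% = substrate without enzyme; some results filed as inactive read as strong as hits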
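Test system: purified human Csn5 enzyme expressed in HEK293T cells. Amount: 0.24 nM enzyme. Reagent: SCFSkp2-Nedd8OG substrate at 10 nM final. Schedule: 90 min incubation of compound, enzyme and substrate at room temperature. Detection: fluorescence polarization. Read-out: % inhibition of substrate cleavage by Csn5.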
NadD block: inhibitors of Staphylococcus aureus NadD | purified NadD enzyme, colorimetric absorbance read-out | inhibition, % at 20 µM | 0.78% of 360,000 active | AID 602399; in the data active means inhibition above about 26%; further: some compounds past the cut are filed as inactive
LMPTP block: blocks human LMPTP phosphatase | P24666 | recombinant LMPTP-A, OMFP fluorogenic substrate, fluorescence intensity | 0.22% of 360,000 active | inhibition, % at 20 µM;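 active means compounds that cut the enzyme signal by at least half of the control window in the single-dose screen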;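 further: plate controls were DMSO wells with enzyme plus substrate for no effect and substrate without enzyme for full effect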
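Buffer or medium: Bis-Tris pH 6.0, DTT, detergent; Assay system: LMPTP-A enzyme; Quantity: 0.625 nM enzyme; Detection: endpoint fluorescence intensity; Times: 50 min dark incubation at room temperature; Controls: substrate-only low control, DMSO enzyme-plus-substrate high control; Doses: single 20 µM dose; Read-out: percent inhibition versus substrate-only and uninhibited controls; Reagent: 400 µM OMFP.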
Scp-1 inhibitor: Scp-1 (human) phosphatase inhibition. inhibition, % at 20 µM. Recombinant Scp1, phosphopeptide, malachite green phosphate absorbance. 0.88% of 340,000 active. Q9GZU7;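 active means inhibition above about 50% at 20 µM, limit read from the data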;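 further: plate controls were DMSO wells with enzyme for no effect and wells lacking enzyme for full effect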
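Material – SCP-1 phosphatase catalytic domain, residues 76-261 · Buffer or medium – Acidic Tris acetate buffer with magnesium and detergent · Also added – Phospho 17-mer peptide substrate · Compound – single 20 µM dose, 1% DMSO · Times – 45 min room-temperature reaction, 5 min colour, 30 min stabiliser · Technique – Phosphate-binding colour reagent, absorbance read at 630 nm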
SUMO1 PPI mod: alters human SUMO1 binding to SIM partners. P63165. SUMO1 binding to a labelled peptide, TR-FRET, 1 h. inhibition, % at 20 µM. 0.33% of 360,000 active. AID 602429; in the data active means inhibition above about 37%
* = called active by the depositor; i = inactive; x = no result given; + = active, no number.

SMILES	DNMT1 inh	STEP inh	TbMetRS inhib	MsrA inh	Rpn11 inh	CSN deneddyl inh	NadD block	LMPTP block	Scp-1 inhibitor	SUMO1 PPI mod
CC(C)NC(=O)C1CCN(C2CCN(C(=O)c3scc4c3CCCC4)CC2)CC1	-2	2	0.1	-0.9	i	3	1	1.7	-5	4
COc1ccccc1CNS(=O)(=O)c1ccc(-c2cc(C)no2)cc1	3	-1	0.2	0.7	i	0	-8	0.8	-11	0
COc1ccc(Cl)cc1NC(=S)N(CCN1CCOCC1)C1CCN(C(C)=O)CC1	0	14	0.2	2.0	i	0	1	-2.2	-9	7
COc1ccc(NC(=O)CSc2ncn(-c3ccccc3)n2)cc1Cl	-8	0	0.2	-0.5	i	-5	-9	0.6	-4	3
O=c1ccc(/C=C/c2ccccc2)nn1Cc1ccc(F)cc1	-5	-1	0.0	-1.3	i	2	-4	1.9	-12	-11
O=c1[nH]c(C2CCCN(S(=O)(=O)Cc3ccccc3)C2)nc2c1nnn2Cc1cccc(Cl)c1 (configuration not stated)	0	2	-0.3	0.7	i	-1	12	1.1	3	1
CNC(=O)c1csc(-c2cccs2)n1	1	2	-0.4	-0.4	i	-5	-6	-1.7	-5	-9
Cc1cc(NC(=O)CSc2nnc(C3CC3)n2Cc2ccccc2)no1	-1	3	0.2	0.6	i	4	2	-2.3	-10	-1
CNC(=S)NNC(=O)c1sc2cc(C(F)(F)F)cnc2c1-c1ccccn1	-1	1	-0.2	1.0	i	-7	-4	-0.9	-2	-7
CCOc1ccc(-c2nc(CSc3nnc(N)s3)cs2)cc1OC	3	-3	-1.7	0.7	i	5	-1	-1.7	1	-8
CC1CCCC(NC(=O)CN(C)CC(=O)Nc2cccc(F)c2)C1C (configuration not stated)	0	-2	-0.4	0.7	i	1	-5	0.2	1	-5
CC(C)COc1ccc(CNC(=S)N/N=C/c2ccc([N+](=O)[O-])cc2)cc1	-1	0	-0.5	1.1	i	0	8	0.3	-3	-7
CCOC(=O)CNC(=O)N1CCCC(CNS(=O)(=O)Cc2ccccc2)C1 (configuration not stated)	-1	-2	-0.9	-0.7	i	-4	2	1.2	-1	-6
CN(C(=O)c1cccc(NC(=O)Cc2cccc(NC(=O)C3CCCN(C(=O)C4CCC4)C3)c2)c1)C1CCC1 (configuration not stated)	-1	0	0.6	1.0	i	2	3	-0.1	-8	-1
CCOC(=O)c1c(NC(=O)COC)sc2c1CCCC2	-1	-1	0.0	-0.5	i	5	1	-0.7	-4	3
Clc1ccc(N=NN2CCOCC2)cc1	4	-1	-1.7	0.8	i	1	-1	-1.3	-7	-6
COC(=O)Nc1c(-c2ccccc2)nc2ccccn12	4	0	-0.2	0.0	i	-10	-2	-1.6	0	-1
O=C(O)CCC(=O)Nc1cccc(C(=O)c2ccccc2)c1	3	3	-0.7	1.7	i	-4	-2	-2.1	-6	2
COc1ccccc1N(CC(=O)N/N=C(\C)c1ccc(F)cc1)S(=O)(=O)c1ccccc1	27	0	-0.2	0.1	i	1	5	0.0	-6	-7
CCOc1ccc(C(=O)NC2CCN(CC(=O)NCc3cccs3)CC2)cc1	-1	0	-0.1	-0.4	i	2	1	-1.7	-4	2
COc1ccc(-c2nc(NC(C)=O)sc2-c2ccc(OC)cc2)cc1	2	-3	-0.9	0.1	i	5	-8	2.1	6	13
O=C(OCCN1CCCCC1)c1ccc(Cl)cc1	0	-4	-0.1	-0.6	i	-2	-2	-0.7	-2	0
COCCn1c(SCC(=O)Nc2ccccc2OC)nnc1-c1ccco1	2	0	-0.6	1.1	i	3	-8	-1.4	-6	-2
O=C(CSCc1ccccc1)Nc1nccs1	1	1	0.2	0.4	i	3	-1	-0.6	-13	-2
COC(=O)C(Cc1ccccc1)NC(=O)CC(C)CC(=O)Nc1ccc(C)cc1 (configuration not stated)	0	-1	1.1	-0.5	i	-4	11	-1.0	-8	-3
Cc1nonc1C1CCCN1Cc1cn[nH]c1-c1ccc2c(c1)OCO2 (configuration not stated)	-2	1	0.7	1.0	i	-1	-4	-2.3	-12	0
C/C(=N\NC(=O)c1ccc(O)cc1)c1ccc(NC(=O)Cc2ccccc2)cc1	0	-2	-0.6	0.9	i	6	-6	0.6	-5	-4
CC(C)OCCCn1c(SC(C)C(=O)NC2CC2)nc2ccccc2c1=O (configuration not stated)	1	0	-0.5	-0.5	i	-1	-1	-1.0	-6	1
CCOC(=O)C1=CN(Cc2ccco2)S(=O)(=O)N(C)C1c1ccc(F)c(Cl)c1 (configuration not stated)	1	1	0.6	0.5	i	-4	-1	1.6	-7	-1
Cc1cccc(NC(=O)CSc2nnnn2C2CCCC2)c1	1	-1	-1.2	-0.6	i	-3	-5	0.9	-3	-2
O=C(NC(=S)N1CCCc2ccccc21)c1ccco1	-5	6	0.6	1.5	i	1	-1	3.5	-8	-1
Cc1ccc(CNC(=O)c2cc3c(s2)CN(Cc2ccccc2)C3)cc1	-2	-2	-0.7	0.8	i	2	-2	0.9	-4	-15
O=C(Nc1nccs1)c1ccc(S(=O)(=O)N2CCCCC2)cc1	1	2	0.3	2.0	i	1	3	-1.0	-6	5
Cc1ccccc1-n1c(SCC(=O)N2CCN(c3ccccn3)CC2)nnc1N1CCOCC1	3	2	-0.4	1.3	i	-2	0	0.1	12	0
Cc1oc(-c2cccc3ccccc23)nc1CN1CCN(c2ncnc3ccccc23)CC1	-5	2	-0.4	0.9	i	3	10	7.2	3	-8
COc1ccccc1CNC(=O)COc1cc(O)c2c(c1)OC(C)(C)CC2=O	-1	9	-0.3	0.0	i	6	-4	-0.9	x	0
O=C(c1cn(-c2ccccc2)nc1-c1ccncc1)N1CCCCC1	3	-3	0.3	1.3	i	2	2	0.1	1	3
COc1ccc(CCNS(=O)(=O)CCNC(=O)c2ccc3c(c2)OCO3)cc1	2	1	-0.4	-0.1	i	8	-6	-1.9	-3	2
O=C(c1ccccc1)c1c[nH]cc1-c1ccccc1	6	10	-0.3	-0.8	i	1	2	1.5	-8	6
O=C(COC(=O)c1ccc2c(=O)n3c(nc2c1)CCC3)NC1CCS(=O)(=O)C1 (configuration not stated)	-1	1	-0.9	0.3	i	-10	-1	-0.6	4	0

The closing five entries of the part before are carried over, then new ones follow.
SMILES	DNMT1 inh	STEP inh	TbMetRS inhib	MsrA inh	Rpn11 inh	CSN deneddyl inh	NadD block	LMPTP block	Scp-1 inhibitor	SUMO1 PPI mod
COc1ccccc1CNC(=O)COc1cc(O)c2c(c1)OC(C)(C)CC2=O	-1	9	-0.3	0.0	i	6	-4	-0.9	x	0
O=C(c1cn(-c2ccccc2)nc1-c1ccncc1)N1CCCCC1	3	-3	0.3	1.3	i	2	2	0.1	1	3
COc1ccc(CCNS(=O)(=O)CCNC(=O)c2ccc3c(c2)OCO3)cc1	2	1	-0.4	-0.1	i	8	-6	-1.9	-3	2
O=C(c1ccccc1)c1c[nH]cc1-c1ccccc1	6	10	-0.3	-0.8	i	1	2	1.5	-8	6
O=C(COC(=O)c1ccc2c(=O)n3c(nc2c1)CCC3)NC1CCS(=O)(=O)C1 (configuration not stated)	-1	1	-0.9	0.3	i	-10	-1	-0.6	4	0
COc1ccc(CNC(=O)C[C@H]2C[C@H](C(=O)N3CCOCC3)[C@@]3(CCC4CCCC4)c4[nH]c5cc(-c6ccco6)ccc5c4CCN3C2=O)cc1OC	-23	0	-0.3	0.1	i	4	-1	3.3	1	3
COc1ccc(C(=O)Nc2nc(C)c(C(=O)N(C)C)s2)cc1OC	-1	2	-0.9	1.6	i	3	5	-0.7	-1	-1
Cc1ccc(S(=O)(=O)NCCc2cc3ccc(C)c(C)c3[nH]c2=O)cc1	0	-1	-0.1	1.2	i	4	2	0.1	-1	-3
O=C(CSc1nnc2ccc(-c3ccccc3)nn12)NCC1CCCO1 (configuration not stated)	12	-3	0.6	0.0	i	1	0	-1.4	-2	-17
COC(=O)c1cc(C(=O)CC(C)C)c[nH]1	1	0	-0.4	1.9	i	-8	-8	-0.3	-4	-1
COc1cccc(NC(=O)C2CCCO2)c1 (configuration not stated)	1	0	-2.0	-0.8	i	0	1	-0.4	-14	-1
O=C(NCc1ccccc1)C(c1ccccc1)n1c(=O)c(-c2cc3ccccc3[nH]2)nc2ccccc21 (configuration not stated)	x	x	0.5	-0.5	x	2	x	4.5	x	1
CCOC(=O)Cc1[nH]nc2c1C(C1C=CCCC1)C(C#N)=C(N)O2 (configuration not stated)	11	-2	-1.3	-0.9	i	3	0	-0.7	21	-1
CC1Cc2c([nH]c3ccccc23)C(=O)N1 (configuration not stated)	1	-2	0.2	-0.1	i	1	-5	1.3	-8	2
COc1ccc(OCCSc2nnc3sc4ccccc4n23)cc1	-3	4	-0.4	-0.3	i	-3	-2	-0.6	16	4
COC(=O)c1c(NC(=O)c2ccco2)sc2c1CC(C)(C)NC2(C)C	2	3	-0.3	2.3	i	2	-5	0.7	-7	6
COc1ccc(-c2nc(NC(=O)CSc3nnc(C)s3)ns2)cc1	-1	0	-1.5	x	i	3	-3	2.4	-5	-5
COc1ccc(C(=O)NCCC2=CCCCC2)cc1OC1CCN(C(C)C)CC1	-3	0	0.2	0.1	i	8	-8	0.3	-12	0
O=C(CSc1nnc(COc2cccc3cccnc23)o1)N1CCN(C(=O)c2ccco2)CC1	1	-1	-1.1	-0.7	i	-6	11	0.5	-3	32
C=C(C)c1cccc(C(C)(C)NC(=O)NNC(=O)c2ccccc2O)c1	1	0	0.0	-0.1	i	-3	-1	-0.4	-12	-2
O=C1CC(c2cccc(F)c2)C2=C(CCCC2=O)N1 (configuration not stated)	0	0	-0.2	-0.6	i	-1	5	0.5	16	2
C=CC(=O)Nc1cccc(Nc2nc(N[C@H]3CC[C@H](N(C)C)CC3)nc3c2ncn3C(C)C)c1	-57	3	-0.3	x	+	112*	14	8.0	7	33
O=C(COC(=O)c1c(F)cccc1F)NC(=O)NCc1ccccc1	-8	0	-0.2	0.9	i	-2	0	-1.2	x	5
COc1ccc(N2CCN(CC(O)COc3ccc4c(c3)CCC4)CC2)cc1 (configuration not stated)	2	2	-0.3	-0.4	+	3	-9	-1.9	-9	1

Compound activity (PubChem BioAssay)
